mIAP block: blocks mouse intestinal alkaline phosphatase | inhibition, % at 10 µM | 330,000 compounds, 0.2% hits | purified mouse IAP, CDP-Star luminescence, 30 min;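 active = inhibition of at least 40% at 10 µM in the primary screen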;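 note: plate controls were DMSO with enzyme for no effect and no enzyme wells for full effect; values of inactives mirror those of a sister screen read the other way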
APOBEC3G inh: APOBEC3G (human) deaminase inhibition | 330,000 compounds, 0.28% hits | AID 493012 | recombinant A3G, ssDNA deamination FAM/TAMRA fluorescence | inhibition, % at 20 µM | Q9HC16;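 active = inhibition of at least 40% at 20 µM, with no more than 30% in the related APOBEC3A deaminase screen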;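 note: plate controls were DMSO wells with A3G for no effect and wells lacking A3G enzyme for full effect; some compounds called inactive have numbers as strong as hits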
SENP1 inh: inhibitors of human SENP1 SUMO protease catalytic domain | Q9P0U3 | recombinant SENP1 catalytic domain, CyPet-SUMO1-YPet FRET cleavage | inhibition, % at 10 µM | 360,000 compounds, 0.21% hits;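 active = inhibition at least 30% at 10 µM, raw YFP signal under a set limit, fluorescence ratio 0.5 to 1.5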;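 note: 0% = enzyme with DMSO and 100% = no enzyme wells; some results filed as inactive read as strong as hits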
Target sequence (Q9P0U3 419-644 limits assumed): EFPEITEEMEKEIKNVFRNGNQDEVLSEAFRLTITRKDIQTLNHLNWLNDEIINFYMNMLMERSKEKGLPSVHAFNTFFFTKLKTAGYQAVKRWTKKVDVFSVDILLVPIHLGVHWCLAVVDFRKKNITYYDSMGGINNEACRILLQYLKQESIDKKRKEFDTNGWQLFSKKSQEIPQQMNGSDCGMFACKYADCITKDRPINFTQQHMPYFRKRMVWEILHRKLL
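Test system: hSENP1 catalytic domain, recombinant; Amount: 20 pM final SENP1 enzyme; Medium: Tris pH 8 buffer plus EDTA, NaCl, BME, BSA, NP40, catalase; Schedule: 50 min enzyme reaction, room temperature, light-protected; Technique: FRET fluorescence in CFP and YFP emission channels; Controls: no-enzyme wells low, DMSO-plus-enzyme wells high control.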
hIAP act: human IAP activation. purified human IAP, CDP-Star luminescence, 30 min; stronger effect = higher value; 1 = vehicle-only enzyme, 0 = enzyme-free background. 330,000 compounds, 0.16% hits. activation factor at 10 µM;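 active = activation factor of the enzyme at least 2-fold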; note: the source names both 10 and 20 µM as test concentration; values of inactives mirror those of a sister screen read the other way
Target sequence (P09923 whole entry, looked up): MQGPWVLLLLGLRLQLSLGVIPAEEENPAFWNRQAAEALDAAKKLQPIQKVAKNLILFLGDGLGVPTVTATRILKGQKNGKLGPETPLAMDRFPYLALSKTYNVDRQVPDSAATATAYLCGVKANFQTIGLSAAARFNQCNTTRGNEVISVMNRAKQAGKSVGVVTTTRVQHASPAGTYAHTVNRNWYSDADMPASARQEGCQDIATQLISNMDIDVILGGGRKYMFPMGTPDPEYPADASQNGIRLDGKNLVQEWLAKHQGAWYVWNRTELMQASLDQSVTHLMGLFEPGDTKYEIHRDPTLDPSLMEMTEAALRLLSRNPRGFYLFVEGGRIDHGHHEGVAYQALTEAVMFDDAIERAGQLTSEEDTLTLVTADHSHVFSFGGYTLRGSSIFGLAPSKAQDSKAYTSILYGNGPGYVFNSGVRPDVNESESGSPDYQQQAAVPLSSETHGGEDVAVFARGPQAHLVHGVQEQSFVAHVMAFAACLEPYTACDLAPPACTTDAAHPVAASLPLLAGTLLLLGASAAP
hIAP inh: blocks human intestinal alkaline phosphatase; P09923; purified IAP, CDP-Star luminescence, 30 min; inhibition, % at 10 µM; 330,000 compounds, 0.12% hits;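 active = inhibition reaching a set limit with compound at 10 µM in the primary screen, cut at about 35% in these data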;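 note: plate controls were DMSO wells with enzyme for no effect and no-enzyme buffer wells for full effect; values of inactives mirror those of a sister screen read the other way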
mIAP activ: mouse IAP activation | AID 2805 | muIAP, CDP-Star luminescence, 30 min; stronger effect = higher value; 1 = vehicle-only enzyme signal, 0 = enzyme-free wells | activation factor at 10 µM | 330,000 compounds, 0.24% hits;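 active = activation factor of at least 2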; note: the source names both 10 and 20 µM as test concentration; values of inactives mirror those of a sister screen read the other way
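Assay system: mouse IAP enzyme; reagent: chemiluminescent substrate CDP-Star; dosing: test compounds delivered from DMSO solution; schedule: 30 min at room temperature; measured by: luminescence from enzymatic CDP-Star hydrolysis; controls: DMSO-only wells and no-enzyme negative control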
NALP3 yeast inh: blocks the NALP3 inflammasome reconstituted in yeast; 330,000 compounds, 0.39% hits; Yeast reconstituted NLRP3/ASC/caspase-1, beta-gal luminescence, 24 h; inhibition, % at 10 µM;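 active = inhibition of 50% or more; inactive = inhibition below 50%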;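 note: plate controls were induced DMSO wells for no effect and uninduced yeast grown without galactose for full effect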
MIN6 prolif: induces beta-cell replication in MIN6 cells | 330,000 compounds, 0.29% hits | proliferation, % at 10 µM | MIN6 cells proliferation, ATPlite luminescence, 48 h; cells starved in 0.2% serum; 100% = growth in 10% serum;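 active = compounds whose signal lies at least 3.5 SD above the mean of all wells on their plate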;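 note: 0% = DMSO-treated cells in low-serum medium and 100% = 10% serum control; some compounds called inactive have numbers as strong as hits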
APOBEC3A inh: human APOBEC3A DNA deaminase inhibition | P31941 | recombinant A3A, FAM/TAMRA ssDNA deamination fluorescence | inhibition, % at 20 µM | 330,000 compounds, 0.41% hits | AID 493011;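 active = at least 40% inhibition at 20 µM here, with at most 30% in a related deaminase screen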;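 note: plate controls were A3A with DMSO for no effect and wells lacking A3A enzyme for full effect; some results filed as inactive read as strong as hits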
Target sequence (P31941 whole entry, looked up): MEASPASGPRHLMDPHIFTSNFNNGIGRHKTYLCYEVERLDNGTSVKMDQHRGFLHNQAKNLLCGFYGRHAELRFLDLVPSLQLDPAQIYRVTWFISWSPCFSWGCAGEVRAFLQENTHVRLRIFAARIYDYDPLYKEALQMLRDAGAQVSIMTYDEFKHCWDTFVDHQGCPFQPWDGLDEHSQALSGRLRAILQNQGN
* marks the source's active call; other numbers are inactive results; / = no result given. Only part of the results is shown (hit frequency here may not be typical).

SMILES	mIAP block	APOBEC3G inh	SENP1 inh	hIAP act	hIAP inh	mIAP activ	NALP3 yeast inh	MIN6 prolif	APOBEC3A inh
Cc1cccc(NC(=O)c2ccc(N3CCCCC3)c([N+](=O)[O-])c2)n1	19	-4	4	0.93	7	0.81	35	-1	0
CC(=O)c1c[nH]c(C(=O)NCc2ccccc2Cl)c1	0	-5	2	0.97	3	1	0	-2	-3
CC1(C)CC(=O)/C(=C(\O)Cc2ccccc2)C(=NCCCCCC(=O)O)C1	2	-1	2	0.83	17	0.98	15	0	-1
Cc1ccc(S(=O)(=O)CC2CSc3nc4ccccc4n32)cc1 (configuration not stated)	-4	3	2	0.99	1	1	4	-5	1
CC(=O)Nc1sc(-c2ccccc2)nc1-c1ccccc1	7	3	1	1.2	-22	0.93	21	-2	-1
Cc1ccc(C)c(NC(=O)CCN2CCOCC2)c1	5	1	2	0.94	6	0.95	13	-1	1
CCCc1cc(NC(=O)COC(=O)c2nccnc2N)n(-c2ccccc2)n1	10	-6	-29	0.77	23	0.9	13	-1	-1
C=CCc1cccc2cc(C(=O)N3CCN(C(=O)c4ccco4)CC3)c(=O)oc12	-1	2	-13	0.99	1	1	-4	-1	1
Cc1cc(C)cc(NC(=O)Nc2ccc3c(c2)N(C)C(=O)CS3)c1	-298	-5	2	1.4	-42	4*	-1	-4	-2
Cc1cccc(OCC(=O)Nc2ccc3c(c2)C(=O)NC3=O)c1	1	0	3	0.94	6	0.99	1	0	-1
COc1ccc(/C=N/NC(=O)c2ccc(=O)n(C)c2)cc1OC	2	0	0	1	-4	0.98	-7	2	0
Cc1cc(C)cc(NC(=O)C2C3C=CC4(O3)C2C(=O)N(CCN2CCCCC2)C4C(=O)NC2CCCCC2)c1 (configuration not stated)	-2	-13	-3	0.98	2	1	21	-3	0
CCOc1cc(S(=O)(=O)NCCc2cccc(C)c2)c(OCC)cc1-n1cnnn1	-4	-2	1	0.82	18	1	4	-1	-2
CCOc1ccc(S(=O)(=O)N2CCN(CN3C(=O)CC4(CCCC4)C3=O)CC2)cc1	-5	-10	3	1	-2	1	11	-2	-3
CC1(c2ccccc2Cl)NC(=O)N(CC(=O)N2CCc3ccccc3C2)C1=O (configuration not stated)	0	-8	-2	0.99	1	0.99	30	-2	7
CN(C)P(=O)(Nc1cccc2ccccc12)Nc1cccc2ccccc12	-40	-6	-2	1.1	-6	1.4	14	-3	-5
COc1cccc(/C=C/C(=O)c2cccc([N+](=O)[O-])c2)c1OC	19	-6	0	0.92	8	0.81	-4	-6	-2
O=[N+]([O-])c1c(Nc2cccc(O)c2)cc(Cl)c2nonc12	14	-8	1	0.96	4	0.86	39	-4	-2
C[C@@H](CSc1ccccc1)CN1CC[C@H](NC(=O)OCc2ccccc2)CCC1=O	-9	-15	1	1.2	-16	1.1	17	-5	-2
CN(C)c1ccc(Nc2nc(N)c([N+](=O)[O-])c(N3CCOCC3)n2)cc1	15	-1	-1	0.93	7	0.85	25	-3	1
O=C(NCCN1CCOCC1)c1cnn2c(-c3ccccc3)cc(-c3ccccc3)nc12	-3	-6	-59	0.97	3	1	37	-1	-2
O=C(CCNS(=O)(=O)c1ccccc1F)NCc1ccc2c(c1)OCO2	-4	-2	0	1.1	-6	1	6	-1	2
COc1ccc(-c2noc(CN3CCCCC3c3nccn3C)n2)cc1 (configuration not stated)	-3	-8	-1	0.95	5	1	9	2	-2
CC(C)(C)OC(=O)NCc1ccc(NC(=O)c2nc[nH]c2C(=O)NCCCCNC(=O)c2[nH]cnc2C(=O)Nc2ccc(CNC(=O)OC(C)(C)C)cc2)cc1	-7	-7	0	1.6	-56	1.1	3	-6	-3
COc1ccc(S(=O)(=O)N2CCOC2CNC(=O)C(=O)NCCc2ccccc2OC)cc1C (configuration not stated)	-3	-8	2	0.87	13	1	0	-2	-3
O=C(NCCN1CCOCC1)c1ccc(=O)oc1	-21	-8	0	1.1	-8	1.2	16	-3	-4
O=C(CN1CCCCC1)Nc1cc(Cl)ccc1Oc1ccccc1	4	-2	0	1	-1	0.96	-2	-4	0
O=C(Cc1ccc(-n2c(=O)c3sccc3n(CC(=O)Nc3ccccc3)c2=O)cc1)NCc1ccco1	1	-3	3	0.94	6	0.99	-4	-1	-2
Cc1csc(NC(=O)CCc2c(C)nc3cc(-c4ccc(Cl)cc4)nn3c2C)n1	8	3	2	0.89	11	0.92	29	-4	2
Cc1ccccc1NS(=O)(=O)c1nnc(NC(=O)c2ccccc2C)s1	1	-6	-1	0.87	13	0.99	10	0	-5
CC(=O)Nc1ccccc1OCC(=O)NC(C)c1ccccc1 (configuration not stated)	-3	-7	4	1.3	-31	1	-12	3	-2
CCc1ccccc1Oc1ccc(S(=O)(=O)N2CCN(C)CC2)cn1	3	-9	1	0.96	4	0.97	11	-3	6
O=C(CNC1CCCCC1)Nc1cccc(C(F)(F)F)c1	-5	-1	2	0.98	2	1.1	19	-1	-4
Cc1cc(C(=O)CSc2nc(N)cc(N)n2)c(C)n1-c1cccc(F)c1	1	-6	-1	1	-2	0.99	6	0	0
NC(=S)N/N=C/c1ccc([N+](=O)[O-])cc1	9	-7	0	1.3	-34	0.91	2	-2	-2
CCN(c1ccc(NC(=O)CCc2nc3sc4c(c3c(=O)[nH]2)CCCC4)cc1)C(C)C	3	-1	-9	0.92	8	0.97	5	-4	-2
Cc1cc(Cl)ccc1OCC(=O)Nc1ccc(CN2CCOCC2)cc1	1	-8	4	1.1	-14	0.99	15	2	-5
O=C(N/N=C/c1ccccc1O)C(=O)N1CCCCCC1	2	-6	2	1.2	-20	0.98	16	-5	-2
CCOc1ccc(Nc2oc(-c3cccs3)nc2C#N)cc1	-6	-1	-1	1.1	-6	1.1	31	-3	-4
COc1ccc(-c2nc(NC(=O)CSc3nnc4ccccn34)ns2)cc1	-2	-4	/	0.92	8	1	16	0	1
CCOC(=O)C(C#N)=C1CCN(Cc2ccccc2)CC1	1	-9	-113	0.96	4	0.99	8	-6	-1
CCC(=O)c1ccc(OCC(O)CN2CCN(S(=O)(=O)N3CCCCC3)CC2)cc1 (configuration not stated)	-13	-5	1	0.98	2	1.1	28	1	-1
O=C(c1ccc(NC2=NC3CS(=O)(=O)CC3S2)cc1)N1CCc2ccccc2C1 (configuration not stated)	0	-6	0	0.9	10	1	6	6	-3
Cc1cc(C)cc(N(C(=O)CNS(=O)(=O)c2ccccc2)C(C(=O)NCc2ccccc2)c2ccc(C)o2)c1 (configuration not stated)	-9	0	2	0.9	10	1.1	7	-2	-2
CCOC(=O)Cc1csc(N(C)C)n1	-5	-8	13	1.1	-12	1.1	23	-3	-7

Two compounds from above, reduced to hIAP inh and mIAP activ.
mol,hIAP inh,mIAP activ
CC(=O)Nc1sc(-c2ccccc2)nc1-c1ccccc1,-22,0.93
Cc1ccc(C)c(NC(=O)CCN2CCOCC2)c1,6,0.95

(list continues)
SMILES	mIAP block	APOBEC3G inh	SENP1 inh	hIAP act	hIAP inh	mIAP activ	NALP3 yeast inh	MIN6 prolif	APOBEC3A inh
Cn1ncc2c(c(SCc3ccc(Cl)cc3Cl)nn2C)c1=O	13	39	1	0.95	5	0.87	17	0	0
O=C(CNC(c1ccccc1)c1ccccc1)Nc1ccc(F)cc1	-13	0	1	1.1	-7	1.1	-7	-3	5
O=C(Cc1ccccc1)NNC(=O)Cc1ccccc1	4	-5	0	1.2	-16	0.96	7	1	-1
CC(=O)Nc1ccc(S(=O)(=O)N(C)CC(=O)N/N=C/c2ccc(C(=O)O)cc2)cc1	-6	-4	-1	1	-2	1.1	17	0	-6
CCNC(=O)COc1ccc(OCc2ccccc2)cc1	-7	-8	1	0.89	11	1.1	-35	-2	2
COc1ccccc1NS(=O)(=O)c1ccc(C)c(C(=O)N2CCCC2)c1	2	1	2	1	-2	0.98	13	2	5
COc1ccccc1NC(=O)C1CCN(S(=O)(=O)c2ccc3c(c2)NC(=O)CO3)CC1	1	-1	-1	0.97	3	0.99	-8	-5	0
Cc1c(Cl)cccc1NC(=O)CCC(=O)N/N=C/c1ccc[nH]1	51*	1	-11	0.99	1	0.49	-7	-6	1
CC(C)(C)C(=O)Oc1cccc(Nc2ncnc3ccccc23)c1	-4	0	1	1.3	-30	1	18	-4	-2
O=C(Cc1ccc(Cl)c(Cl)c1)NNC(=S)NCC1CCCO1 (configuration not stated)	4	-9	0	2.1*	-107	0.95	22	-1	-3
Cc1cc(Br)ccc1NC(=O)CN(C)C(=O)c1ccc2ccccc2n1	-9	-8	-9	0.99	1	1.1	14	2	-4
COc1cccc(-n2c(Cc3cc(=O)[nH]c(=O)[nH]3)nnc2SCC(=O)Nc2ccccc2)c1	3	-6	7	1	0	0.97	1	-1	-5
CCOC(=O)CNC(=O)CSc1ccc(-c2nc3ccccc3[nH]2)cn1	-2	-4	2	1.1	-6	1	5	-4	-4
CCc1cc2c(N[C@@H](C)C(=O)O)ncnc2s1	10	-7	-2	1.1	-8	0.9	6	-1	-16
CC(C)c1ccc(C(C)NC(=S)NC2CCCCC2)cc1 (configuration not stated)	-116	-9	0	1.5	-46	2.2*	19	-7	-5
CCCCOc1ccc2ccccc2c1C=O	7	-2	1	1	0	0.93	36	-1	9
COc1cccc(CC(=O)Nc2ccccc2N2CCCC2)c1	6	-2	-2	0.87	13	0.94	9	0	3
O=C(CN1C(=O)c2ccccc2C1=O)NCC(=O)OCC(=O)c1ccc(Br)cc1	3	-5	2	0.99	1	0.97	-3	-1	-4
N#C/C(=C\c1ccccc1[N+](=O)[O-])c1nc(C2CC2)cs1	-8	-9	1	0.82	18	1.1	-2	-3	-1
COc1ccc(CN(Cc2cccn2C)S(=O)(=O)c2ccccc2)cc1	8	-8	-1	1.1	-6	0.92	20	-2	-2
O=S(=O)(Nc1nc2ccccc2nc1Cl)c1ccc(Cl)cc1	-2	-6	-16	0.93	7	1	5	0	-1
Cc1ccc(OCCSc2nc(NC(C)C)nc(NC(C)C)n2)cc1	10	-8	1	0.84	16	0.9	13	0	-2
N#Cc1ccccc1OCC(=O)NC(=O)NC1CCS(=O)(=O)C1 (configuration not stated)	0	6	0	1	-2	1	15	-1	5
COc1ccccc1C1/C(=C(/O)c2ccc(OC(C)C)cc2)C(=O)C(=O)N1c1cc(C)on1 (configuration not stated)	5	1	2	1.1	-12	0.95	-4	4	6
O=C(COC(=O)C12CC3CC(CC(O)(C3)C1)C2)Nc1ccccc1OC(F)F	-6	-5	-2	0.98	2	1.1	-6	0	-2
CCCn1nc2cc(C(=O)NCc3ccc(C)cc3)ccc2c1OC	-2	-4	3	0.98	2	1	14	4	2
Cc1nc2c(C)cccn2c1/C(O)=C1\C(=O)C(=O)N(CCN(C)C)C1c1ccccc1 (configuration not stated)	1	-2	-8	1.1	-6	0.99	7	1	0
O=C(NNS(=O)(=O)c1ccc2ccccc2c1)c1cccnc1	10	-5	0	0.85	15	0.9	9	0	-1
COc1cc(OC)cc(-c2c(-c3cccs3)c3cc(-c4cc(OC)c(OC)c(OC)c4)ccc3n2C)c1	-1	-4	-14	0.85	15	1	10	-4	-1

Bioassay records from PubChem BioAssay.
